LYPLA2 counter: LYPLA2 (human) inhibition in PME1 counter-screen | AID 2177 | inhibition, % at 5.9 µM | 0.38% of 320,000 active | recombinant LYPLA2, FP-Rh probe fluorescence polarization;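 active = inhibition above the screen-wide mean plus 3 SD, limit set per campaign, cut at about 26% in these data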;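 also: 0% = LYPLA2 with DMSO and 100% = wells lacking LYPLA2 enzyme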
PAFAH1B3 inh: PAFAH1B3 (human) inhibition; 0.28% of 340,000 active; AID 492972; inhibition, % at 3.39 µM; Q15102; recombinant PAFAH1B3, FP-rhodamine probe, fluorescence polarization;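 active = inhibition above the screen-wide average of all tested compounds plus 3 SD, cut at about 25% in these data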;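 also: 0% = enzyme with DMSO only and 100% = wells lacking PAFAH1B3 protein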
LYPLA1 inh: blocks human lysophospholipase 1, a PME1 counter-screen; AID 2174; O75608; recombinant LYPLA1, FP-Rh probe fluorescence polarization; 0.16% of 320,000 active; inhibition, % at 5.9 µM;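 active = inhibition above the mean of all tested compounds plus 3 SD, set per campaign, cut at about 14% in these data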;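 also: inhibitors block serine hydrolase probe labeling of LYPLA1 so polarization falls; 0% = enzyme with DMSO and 100% = wells lacking LYPLA1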
PAFAH1B2 FP inh: blocks human PAF acetylhydrolase 1b catalytic subunit 2 | P68402 | recombinant PAFAH1B2, FP-rhodamine activity probe, fluorescence polarization | inhibition, % at 3.39 µM | 1.2% of 340,000 active;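 active = inhibition above the mean of all tested compounds plus 3 SD, cut at about 24% in these data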;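 also: 0% = enzyme with DMSO and 100% = wells lacking PAFAH1B2; many of its hits are not listed in these tables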
Target sequence (P68402 whole entry, looked up): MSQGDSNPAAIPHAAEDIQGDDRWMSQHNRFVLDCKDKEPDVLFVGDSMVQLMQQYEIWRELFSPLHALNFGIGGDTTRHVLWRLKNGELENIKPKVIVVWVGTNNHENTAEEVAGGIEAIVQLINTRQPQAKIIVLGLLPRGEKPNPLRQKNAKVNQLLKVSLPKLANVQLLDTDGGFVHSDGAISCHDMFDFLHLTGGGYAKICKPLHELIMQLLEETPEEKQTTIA
ZTA counter: blocks Epstein-Barr virus ZTA, an EBNA-1 counter-screen; 0.15% of 320,000 active; P03206; AID 2234; inhibition, % at 11 µM; ZTA-DNA binding, fluorescence polarization; in the data active = inhibition above about 33%
EBNA-1 inhibitor: blocks EBNA-1 binding to DNA. EBNA-1 DNA binding, fluorescence polarization. inhibition, % at 14.8 µM. 0.34% of 300,000 active. AID 1950; in the data active = inhibition above about 28%
pPAFAH inh: inhibitors of human plasma PAF acetylhydrolase (pPAFAH); 1.5% of 330,000 active; recombinant pPAFAH, FP-rhodamine probe fluorescence polarization; Q13093; inhibition, % at 3.39 µM;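 active = inhibition above the mean inhibition across the screen plus 3 SD, cut at about 25% in these data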;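 also: inhibitors block binding of the rhodamine activity-based probe so polarization drops; 0% = enzyme with DMSO and 100% = wells lacking pPAFAH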
PAFAH2 FP inh: inhibitors of human PAFAH2. recombinant PAFAH2, FP-rhodamine activity probe, fluorescence polarization. Q99487. inhibition, % at 3.39 µM. 0.99% of 340,000 active. AID 492956;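 active = inhibition above the mean over all tested compounds plus 3 SD, cut at about 30% in these data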;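 also: inhibitors block probe labeling of enzyme so polarization drops; 0% = enzyme with DMSO and 100% = wells lacking PAFAH2 protein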
PREPL inhibitor: human PREPL enzyme inhibition | inhibition, % at 5.96 µM | 0.68% of 320,000 active | recombinant PREPL, fluorescence polarization activity-based probe | AID 2751; in the data active = inhibition above about 43%;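 also: 0% = enzyme with DMSO and 100% = wells lacking enzyme; many of its hits are not listed in these tables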
Target sequence (Q4J6C6 whole entry, looked up): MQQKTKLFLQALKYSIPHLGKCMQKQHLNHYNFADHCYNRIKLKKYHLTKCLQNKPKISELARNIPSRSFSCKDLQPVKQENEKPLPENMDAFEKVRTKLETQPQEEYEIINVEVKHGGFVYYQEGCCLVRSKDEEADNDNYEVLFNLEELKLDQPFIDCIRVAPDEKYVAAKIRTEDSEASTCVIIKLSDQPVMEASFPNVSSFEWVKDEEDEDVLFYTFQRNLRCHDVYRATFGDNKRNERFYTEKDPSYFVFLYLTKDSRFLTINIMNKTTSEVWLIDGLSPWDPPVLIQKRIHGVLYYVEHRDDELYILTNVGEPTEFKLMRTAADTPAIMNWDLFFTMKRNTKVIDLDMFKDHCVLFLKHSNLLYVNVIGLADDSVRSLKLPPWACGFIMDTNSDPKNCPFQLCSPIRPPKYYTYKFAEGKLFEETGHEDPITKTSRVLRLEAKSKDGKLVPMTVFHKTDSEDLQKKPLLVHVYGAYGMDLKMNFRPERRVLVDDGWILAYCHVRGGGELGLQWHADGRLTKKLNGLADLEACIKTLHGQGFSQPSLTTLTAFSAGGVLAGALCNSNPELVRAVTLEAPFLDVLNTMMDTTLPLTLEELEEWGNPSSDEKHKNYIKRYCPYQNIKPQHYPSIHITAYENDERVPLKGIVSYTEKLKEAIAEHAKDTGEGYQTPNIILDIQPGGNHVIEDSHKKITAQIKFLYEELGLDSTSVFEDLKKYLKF
An asterisk follows results filed as active; . = no result given. The list is partial, so the mix of outcomes need not match the whole.

Molecule	LYPLA2 counter	PAFAH1B3 inh	LYPLA1 inh	PAFAH1B2 FP inh	ZTA counter	EBNA-1 inhibitor	pPAFAH inh	PAFAH2 FP inh	PREPL inhibitor
N#CC1=C(N)N(c2ccc(Oc3ccccc3)cc2)C(=O)C1	-1	1	-1	1	-1	-1	13	2	4
Cc1ccc(C2=NN(C(=O)CN3C(=O)c4ccccc4S3(=O)=O)C(c3ccco3)C2)cc1 (configuration not stated)	-2	4	-3	2	8	7	-9	7	-43
CCNC(=O)c1c(O)c2cccc3c2n(c1=O)CC3	-3	12	-1	2	-3	-6	4	-5	14
COc1ccc(S(=O)(=O)N2CCN(C(=O)Cc3cccs3)CC2)cc1	7	0	3	7	-12	-4	-1	2	17
NC(=O)C1(NC(=O)[C@@H]2CC3(CC(c4cccc(NC(=O)c5cc([N+](=O)[O-])cc([N+](=O)[O-])c5)c4)=NO3)CN2C(=O)c2ccccc2)CC1 (some centres not stated)	-16	1	-8	2	-13	6	-5	-4	26
COc1ccc(N(CC2CO2)S(=O)(=O)c2ccccc2)cc1 (configuration not stated)	-1	3	0	1	9	8	1	-1	2
CC(=O)Nc1ccc(SCC(=O)c2c(N)n(Cc3ccccc3)c(=O)n(C)c2=O)cc1	0	-3	-2	0	-1	14	-1	-4	-7
C=CCNC(=O)COC(=O)C1CCN(S(=O)(=O)c2ccc3c(c2)OCCO3)CC1	0	15	0	2	10	2	20	-1	4
Cc1ccc(NC(=O)C(C)OC(=O)c2ccc(NC(=O)CC#N)cc2)cc1S(=O)(=O)N1CCOCC1 (configuration not stated)	-62	-11	-32	-11	-2	6	-26	-19	-8
CCCC(=O)N1CCN(c2ccc(NC(=O)c3ccc(N4CCCC4)c([N+](=O)[O-])c3)cc2Cl)CC1	5	-2	1	2	2	13	4	-4	4
Cc1sc(NC(=O)CSc2nnc(-c3ccccc3)o2)c(C#N)c1C	-4	3	-4	-1	-3	19	2	2	-8
Cc1cc(C)n(C(=O)CNC(=O)C2COc3ccccc3O2)n1 (configuration not stated)	-2	7	1	4	-4	-16	-7	5	10
CN1C(=O)c2ccc(C(=O)NC3CCCCC3)cc2C1=O	-1	7	2	2	-1	-20	-5	-9	12
CCN1CCN(C(=O)CSCc2nc(-c3ccc(OC)c(OC)c3)oc2C)CC1	-8	4	-2	8	22	10	1	5	2
COc1ccc(-c2cccc(C(=O)Nc3ccccc3C)c2)cc1	0	7	-2	8	11	1	1	-3	2
Cc1cc(C)c2oc(-c3cccc(NC(=O)c4ccc(F)cc4)c3)nc2c1	-5	-2	1	10	0	-1	6	-1	-5

2 entries from above, with each value named:
CCCC(=O)N1CCN(c2ccc(NC(=O)c3ccc(N4CCCC4)c([N+](=O)[O-])c3)cc2Cl)CC1
  LYPLA2 counter: 5
  PAFAH1B3 inh: -2
  LYPLA1 inh: 1
  PAFAH1B2 FP inh: 2
  ZTA counter: 2
  EBNA-1 inhibitor: 13
  pPAFAH inh: 4
  PAFAH2 FP inh: -4
  PREPL inhibitor: 4

Cc1sc(NC(=O)CSc2nnc(-c3ccccc3)o2)c(C#N)c1C
  LYPLA2 counter: -4
  PAFAH1B3 inh: 3
  LYPLA1 inh: -4
  PAFAH1B2 FP inh: -1
  ZTA counter: -3
  EBNA-1 inhibitor: 19
  pPAFAH inh: 2
  PAFAH2 FP inh: 2
  PREPL inhibitor: -8

Additional structures.
Molecule	LYPLA2 counter	PAFAH1B3 inh	LYPLA1 inh	PAFAH1B2 FP inh	ZTA counter	EBNA-1 inhibitor	pPAFAH inh	PAFAH2 FP inh	PREPL inhibitor
C#CCOc1nc(C)cc(C)c1S(=O)(=O)c1ccccc1C	1	6	1	2	-18	1	1	-3	-3
COc1ccc(C(C)=O)cc1COC(=O)c1ccc2c(c1)OCO2	1	-1	-6	2	-4	-8	-2	16	-7
CCOC(=O)c1ccc(NC(=O)N2CCN(Cc3cccc(F)c3)CC2)cc1	5	0	0	2	2	-9	-4	1	-14
CCOC(=O)N1CCN(S(=O)(=O)c2ccc(C(=O)Nc3sc4c(c3C#N)CC(C)(C)NC4(C)C)cc2)CC1	0	3	2	3	0	3	1	-2	1
CCOc1ccc(-c2nnc(NC(=O)c3ccc(OCC(C)C)c(OC)c3)o2)cc1	-8	5	-2	-1	-19	-14	5	-8	2
S=c1[nH]ccn1Cc1ccccc1	-6	10	-5	6	-2	-8	0	2	-2
O=C(Cn1cc(C(=O)c2ccco2)c2ccccc21)NC1CCCC1	-3	-1	1	5	-4	5	6	26	-4
Cc1cccc(S(=O)(=O)NC2CCCCCCC2)c1	-1	-1	0	19	7	0	4	2	2
COc1ccc(NC(C)=O)cc1S(=O)(=O)Nc1ccccc1C(=O)NCCc1ccccc1	-6	6	1	11	-2	3	3	-5	5
O=C(N/N=C/c1c(F)cccc1Cl)C(=O)N1CCCCCC1	1	-2	-1	5	5	-4	0	2	2
Cc1ccc2nc(SCC(=O)Nc3cccc(F)c3)nc(=O)n2c1	4	3	4	0	-8	-7	4	5	14
COC(=O)/C(C#N)=C/c1c(N2CCN(c3ccccc3)CC2)nc2ccccn2c1=O	4	10	4	9	20	-4	3	-1	30
COc1ccccc1-c1noc(-c2ccccc2C(=O)Nc2ccccc2)n1	-6	5	-6	5	2	6	-2	8	2
CN1CCN(C(=S)C(=O)Nc2ccccc2)CC1	-3	3	1	4	-2	7	1	2	3
Clc1cc(Cl)c(Cl)c(Cl)c1Cl	3	9	3	0	-3	.	-3	6	14
Cn1c(CCc2ccccc2)n[nH]c1=S	0	7	3	2	4	-1	-2	4	-6
CS(=O)(=O)N(Cc1cccc(CN(C(C(=O)O)c2ccccc2)S(C)(=O)=O)c1)C(C(=O)O)c1ccccc1 (configuration not stated)	-2	3	0	3	0	7	8	-1	11
Cc1cc(C)c(S(=O)(=O)Nc2ccncc2)cc1C	-7	-2	-5	0	0	8	0	1	-8
O=C(Nc1ccc(Cc2ccc(NC(=O)C3CC3)cc2)cc1)C1CC1	-6	4	-2	7	-11	1	-2	-1	12
Cc1cccc(NC(=S)NNc2cccc(Cl)c2)c1	4	-8	-2	1	-19	-2	-2	3	7
CN(Cc1ccco1)S(=O)(=O)c1csc(C(N)=O)c1	-1	6	1	-4	-7	-26	-5	2	1
O=C(NCCN1CCOCC1)C(=O)NCC1OCCN1S(=O)(=O)c1ccc(Br)cc1 (configuration not stated)	1	3	-1	2	7	5	3	8	6
O=C(c1sc2cc(F)ccc2c1Cl)N1CCN(c2ccccc2)CC1	6	0	-3	2	-17	-3	6	3	2
Cc1cccc(NC(=O)c2ccccc2[N+](=O)[O-])n1	4	2	-2	6	1	-3	5	7	2

Entries shown so far that contain fluorine:
Molecule	LYPLA2 counter	PAFAH1B3 inh	LYPLA1 inh	PAFAH1B2 FP inh	ZTA counter	EBNA-1 inhibitor	pPAFAH inh	PAFAH2 FP inh	PREPL inhibitor
Cc1cc(C)c2oc(-c3cccc(NC(=O)c4ccc(F)cc4)c3)nc2c1	-5	-2	1	10	0	-1	6	-1	-5
CCOC(=O)c1ccc(NC(=O)N2CCN(Cc3cccc(F)c3)CC2)cc1	5	0	0	2	2	-9	-4	1	-14
O=C(N/N=C/c1c(F)cccc1Cl)C(=O)N1CCCCCC1	1	-2	-1	5	5	-4	0	2	2
Cc1ccc2nc(SCC(=O)Nc3cccc(F)c3)nc(=O)n2c1	4	3	4	0	-8	-7	4	5	14
O=C(c1sc2cc(F)ccc2c1Cl)N1CCN(c2ccccc2)CC1	6	0	-3	2	-17	-3	6	3	2

The list continues.
Molecule	LYPLA2 counter	PAFAH1B3 inh	LYPLA1 inh	PAFAH1B2 FP inh	ZTA counter	EBNA-1 inhibitor	pPAFAH inh	PAFAH2 FP inh	PREPL inhibitor
COc1ccc(-c2ccc(F)cc2)cc1[C@H]1[C@H]2C=CC[C@@H](C)[C@@H]2C(=O)N1Cc1ccccc1	-13	-1	-4	-9	-5	-2	-3	2	26
O=C(c1ccc(OC2CCN(Cc3ccccn3)CC2)cc1)N1CCCC(O)C1 (configuration not stated)	1	-4	5	-5	-15	-2	0	-2	4
COC(=O)c1ccc(NC(=O)C23CCC(C)(C(=O)O2)C3(C)C)cc1 (configuration not stated)	-2	4	2	4	-10	1	2	-2	14
O=C(Cn1cccc1C(=O)c1ccccc1)NCCN1CCCCCC1	-1	1	-3	-1	1	14	-1	9	19
NC(=O)c1ccc(NC(=O)COC(=O)CC2Sc3ccccc3NC2=O)cc1 (configuration not stated)	-3	4	-2	-6	-10	.	-5	-1	8
COc1ccc(CCNC(=O)c2c(O)c3c([nH]c2=O)CCCC3)cc1	0	7	-1	-2	5	13	3	-4	-8
CC(=O)c1cccc(S(=O)(=O)NCCC(=O)Nc2ccc(S(N)(=O)=O)cc2)c1	-3	4	-1	3	-17	-2	1	0	5
CN1/C(=C\C(=O)C(F)F)C(C)(C)c2ccccc21	-5	11	5	5	-6	-18	-3	8	12

Rewritten with two lines to a compound: 4 of the compounds above
Second line of a record: LYPLA2 counter	PAFAH1B3 inh	LYPLA1 inh	PAFAH1B2 FP inh	ZTA counter	EBNA-1 inhibitor	pPAFAH inh	PAFAH2 FP inh	PREPL inhibitor
COc1ccc(-c2ccc(F)cc2)cc1[C@H]1[C@H]2C=CC[C@@H](C)[C@@H]2C(=O)N1Cc1ccccc1
    -13	-1	-4	-9	-5	-2	-3	2	26
O=C(c1ccc(OC2CCN(Cc3ccccn3)CC2)cc1)N1CCCC(O)C1 (configuration not stated)
    1	-4	5	-5	-15	-2	0	-2	4
CC(=O)c1cccc(S(=O)(=O)NCCC(=O)Nc2ccc(S(N)(=O)=O)cc2)c1
    -3	4	-1	3	-17	-2	1	0	5
NC(=O)c1ccc(NC(=O)COC(=O)CC2Sc3ccccc3NC2=O)cc1 (configuration not stated)
    -3	4	-2	-6	-10	.	-5	-1	8

(more compounds)
Molecule	LYPLA2 counter	PAFAH1B3 inh	LYPLA1 inh	PAFAH1B2 FP inh	ZTA counter	EBNA-1 inhibitor	pPAFAH inh	PAFAH2 FP inh	PREPL inhibitor
O=S1(=O)CCO[C@H]2Cc3ccccc3[C@H]2N1Cc1ccccc1	-6	6	1	28*	6	-13	-4	2	-2
COc1ccc(C(=O)NCc2nnc(SCC(=O)Nc3nc4ccccc4s3)o2)cc1OC	3	11	5	6	10	6	3	4	2
CCC(=O)Nc1nnc(SCCOC)s1	2	1	5	-4	-1	-3	4	-1	0
CCOc1cc(C(=O)Nc2ccon2)cc(OCC)c1OCC	-1	5	1	0	14	2	2	-6	9
Nc1nnc(CC(=O)N/N=C/c2cccc([N+](=O)[O-])c2)s1	5	-1	0	-3	-4	-3	2	10	11
CC(=O)c1ccc(NC(=O)c2ccc(NC(=O)c3ccco3)cc2)cc1	6	-3	-2	1	16	15	0	-5	6
Cc1cc(C)nc(N2CCC(C(=O)NCc3cccs3)CC2)n1	-4	1	0	2	-2	-8	-8	4	14
COC(=O)c1[nH]c2ccc(C)cc2c1NC(=O)Nc1ccc(OC)cc1	-1	9	0	4	3	11	2	3	-7
CC(C)=CCC(C)(C)/C=N/NC(N)=O	4	-4	1	15	18	12	3	-1	2
COc1ccc(CNC(=O)c2cccnc2)cc1	3	7	3	5	2	7	5	-7	6
CC(=O)Nc1c2c(nn1-c1ccccc1)CS(=O)C2 (configuration not stated)	3	6	0	3	19	-18	0	-7	0
O=C(c1ccccc1)C(Sc1ncn[nH]1)c1ccccc1 (configuration not stated)	9	-3	-4	7	-1	4	0	3	-4
N#Cc1ccc(CN2CCN(C(=O)CCNS(=O)(=O)c3ccc(F)c(Cl)c3)CC2)cc1	18	1	3	4	-11	.	2	6	18
CCCCn1c2nc3ccccc3nc2c2c(=O)n(CCC(C)C)cnc21	-3	1	0	-3	4	2	3	-2	0
C=CCc1c(O)nc(SCC(=O)c2ccccc2)[nH]c1=O	1	10	0	3	-3	-1	5	3	5
